Bioassay records (PubChem BioAssay)
Peg3 promoter – reduces Peg3 promoter-driven luciferase expression in HeLa. HeLa PEG-Prom luciferase reporter, luminescence, overnight. inhibition, % at 20 µM. 360,000 compounds, 1.7% hits. AID 588405;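 active means inhibition of at least 50% at 20 µM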
CaV13 ICDI inh – Disruptors of the CACNA1D IQ motif to Ca2+-dependent inactivation inhibitor domain association, primary screening, Förster resonance energy transfer in intact living … | HEK cells, CFP/YFP FRET ICDI-IQ, plate reader, 10 min; percent FRET-ratio fall versus neutral wells | inhibition, % at 12.3 µM | 340,000 compounds, 0.098% hits | AID 743397;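 active means mean replicate inhibition of at least 30% and at least 1% of replicates passing that level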;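 further: 0% = median of the neutral control wells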
HIF-2a block – inhibitors of HIF-2a; 360,000 compounds, 0.72% hits; inhibition, % at 18.8 µM; 786-0 RCC cells HIF-2a reporter, luciferase luminescence, overnight;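 active means inhibition of the luminescence signal of 40% or more relative to plate controls, in a single-dose primary screen at 18.75 µM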
NR2E3 ag-1 – agonists of human nuclear receptor NR2E3; Q9Y5X4; GST-NR2E3/biotin-RetCOR TR-FRET, 1536-well; inhibition of corepressor binding, % at 4.78 µM; 320,000 compounds, 0.12% hits; AID 2300;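 active means percent inhibition above the cutoff of mean plus 3 SD of all tested compounds, set per screening campaign, cut at about 20% in these data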;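 further: 0% = DMSO wells and 100% = biotin wells as full block of FRET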
Target sequence (Q9Y5X4 whole entry, looked up): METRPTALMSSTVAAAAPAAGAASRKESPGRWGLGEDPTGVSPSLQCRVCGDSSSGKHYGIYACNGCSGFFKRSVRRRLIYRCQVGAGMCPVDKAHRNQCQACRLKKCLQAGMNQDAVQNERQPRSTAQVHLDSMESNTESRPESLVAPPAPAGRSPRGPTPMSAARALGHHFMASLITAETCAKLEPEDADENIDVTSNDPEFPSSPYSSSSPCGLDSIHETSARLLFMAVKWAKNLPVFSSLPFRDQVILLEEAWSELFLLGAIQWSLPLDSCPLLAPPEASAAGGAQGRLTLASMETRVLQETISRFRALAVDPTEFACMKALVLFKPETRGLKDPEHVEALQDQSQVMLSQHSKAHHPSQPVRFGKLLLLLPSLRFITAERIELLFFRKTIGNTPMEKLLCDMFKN
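Test system – NR2E3–RetCOR corepressor complex · Quantity – NR2E3 fusion 1.35 nM · Buffer or medium – Tris pH 7.5 · Incubation – Compound–protein incubation for 5 h at 4 °C · Technique – TR-FRET, Eu(K)-anti-GST donor, streptavidin-D2 acceptor, ex 340, em 617/671 nm · Evaluation – percent inhibition of 671/617 nm emission ratio versus biotin and DMSO controls · Plate – 1536-well format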
HTR2A ag – mouse HTR2A agonism via beta-arrestin recruitment | P35363 | CHO-K1 mHTR2A beta-arrestin complementation, luminescence; percent of 30 µM serotonin response | activation, % at 7.6 µM | 360,000 compounds, 0.66% hits;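 active means activation above a run cutoff, the mean activation of all tested compounds plus 3 SD, cut at about 14% in these data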;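 further: 0% = plate median of compound wells and 100% = 30 µM serotonin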
Target sequence (P35363 whole entry, looked up): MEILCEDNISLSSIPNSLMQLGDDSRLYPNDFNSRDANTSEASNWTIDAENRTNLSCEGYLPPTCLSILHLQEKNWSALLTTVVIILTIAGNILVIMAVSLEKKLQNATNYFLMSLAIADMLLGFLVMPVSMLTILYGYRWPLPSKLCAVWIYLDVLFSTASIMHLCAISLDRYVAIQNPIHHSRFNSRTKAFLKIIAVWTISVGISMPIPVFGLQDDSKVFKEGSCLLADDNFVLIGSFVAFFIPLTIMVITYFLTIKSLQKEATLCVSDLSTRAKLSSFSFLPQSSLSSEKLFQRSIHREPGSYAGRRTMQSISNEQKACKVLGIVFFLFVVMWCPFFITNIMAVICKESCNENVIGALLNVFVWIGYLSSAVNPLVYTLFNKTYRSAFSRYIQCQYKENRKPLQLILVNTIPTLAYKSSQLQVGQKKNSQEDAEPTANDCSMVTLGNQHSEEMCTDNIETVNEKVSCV
NR2E3 ag-2 – human photoreceptor-specific nuclear receptor agonism; inhibition of corepressor binding, % at 3.98 µM; AID 602229; 360,000 compounds, 0.35% hits; CHO-S Gal4-NCOR/VP16-NR2E3 two-hybrid, luciferase; Q9Y5X4;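 active means inhibition above the mean of all tested compounds plus 3 SD, cut at about 70% in these data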;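 further: 0% = DMSO with NR2E3 transfected cells and 100% = cells lacking NR2E3 construct; higher means lower luciferase signal from less NR2E3 corepressor binding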
iPSC survival up – increases survival of single human iPS cells | hiPSC single-cell survival, ATPlite luminescence; 100% = ROCK inhibitor wells, 0% = DMSO | 360,000 compounds, 0.044% hits | survival enhancement, % at 20 µM; in the data active means survival enhancement above about 18%;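 further: cells exposed to compounds for 16 hours before the ATP read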
Shn3 inh set2 – reduces Shn3 3'UTR luciferase signal in osteoblasts; Clone20 osteoblast Shn3 3'UTR firefly luciferase, 24 h; 360,000 compounds, 0.52% hits; inhibition, % at 12.5 µM;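 active means mean inhibition of at least 75% with every replicate also reaching 75%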;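 further: 0% = median of neutral control wells and 100% = pilot-screen positive control compound; some compounds past the cut are filed as inactive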
PDI inh – blocks human protein disulfide isomerase activity; 350,000 compounds, 0.052% hits; PDI insulin aggregation turbidity, A650, 90 min; P07237; inhibition, % at 10 µM;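 active means mean inhibition across replicates of 30% or more, whatever share of single replicates reach that level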;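 further: absorbance from insulin aggregation driven by PDI reduction with DTT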
H9c2 protect – myocardial damage modulation in H9c2 cells; H9c2 cardiomyocytes, H2O2 injury protection, ATPLite, 2 h; protection from H2O2 cell death, % at 20 µM; 360,000 compounds, 0.63% hits;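 active means compounds giving at least 50% protection of heart cells from peroxide-induced death in the single-dose screen, raw or plate-pattern-corrected value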;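 further: 0% = DMSO wells with peroxide and 100% = DMSO wells without peroxide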
TRPM1 prom inh – reduces MITF-dependent TRPM1 promoter luciferase signal. SK-MEL-5 TRPM1 promoter luciferase, 24 h. inhibition, % at 12.5 µM. 330,000 compounds, 0.83% hits. AID 488899;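 active means mean inhibition across replicates of 60% or more, whatever share of single replicates reaches that level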; further: values of inactives mirror those of a sister screen read the other way
Active calls of the source: *; nt = not tested or not shown.

1	OC[C@@H]1CN(Cc2ccc(Cl)cc2)C[C@H](n2cnc3c(NCc4ccc(F)cc4)ncnc32)O1
2	COc1ccc(C2C3=C(N=C4SCC(=O)N42)c2ccccc2CC3)cc1 (centres undefined)
3	CCOC(=O)N1CCN(C(=S)NC)CC1
4	CCCCN(C(=O)C1CC(=O)N(CCc2ccc(OC)c(OC)c2)C1)c1c(N)n(CC(C)C)c(=O)[nH]c1=O (centres undefined)
5	Brc1ccc(-c2n(-c3ccccn3)c3ccccc3[n+]2-c2ccccn2)cc1
6	COc1ccc(/C=C/c2nc(-c3ccccc3O)n[nH]2)cc1
Compound	1	2	3	4	5	6
Peg3 promoter	26	-90	6	3	25	-299
CaV13 ICDI inh	-3	nt	-4	-15	-5	-5
HIF-2a block	15	-53	8	12	17	-276
NR2E3 ag-1	nt	0	2	nt	2	-3
HTR2A ag	2	-2	9	4	8	-4
NR2E3 ag-2	-22	-28	-10	-8	22	-158
iPSC survival up	1.2	3.2	3.8	2.6	-0.4	-0.8
Shn3 inh set2	15	-20	-1	-16	25	-86
PDI inh	1	-1	13	-5	0	-12
H9c2 protect	-6	-4	0	11	-3	-12
TRPM1 prom inh	nt	-17	-5	7	22	-38

Ordered by the number under HTR2A ag (falling): some entries from above
entry | Structure | HTR2A ag
4 | CCCCN(C(=O)C1CC(=O)N(CCc2ccc(OC)c(OC)c2)C1)c1c(N)n(CC(C)C)c(=O)[nH]c1=O (centres undefined) | 4
1 | OC[C@@H]1CN(Cc2ccc(Cl)cc2)C[C@H](n2cnc3c(NCc4ccc(F)cc4)ncnc32)O1 | 2
2 | COc1ccc(C2C3=C(N=C4SCC(=O)N42)c2ccccc2CC3)cc1 (centres undefined) | -2

Later entries.
7	COc1cccc(-c2cccc(NC(=O)C3CCN(Cc4cnn(C)c4)CC3)c2)c1
8	COc1ccc(CN2C(=O)C(C)=C(C)C2OC)cc1 (centres undefined)
9	O=C(Nc1nncs1)c1ccccc1Br
10	CC(Cl)C(=O)NC(=O)NC12CC3CC(CC(C3)C1)C2 (centres undefined)
11	O=C(NC1CCCC1)c1ccc2c(c1)S(=O)(=O)c1ccccc1C2=O
12	CCOC(=O)c1c(C)nc2cc(C)ccn12
Compound	7	8	9	10	11	12
Peg3 promoter	8	18	5	29	-4	-79
CaV13 ICDI inh	-3	-4	-5	-6	-11	-6
HIF-2a block	16	22	-12	4	1	-90
NR2E3 ag-1	-1	-3	-1	3	3	4
HTR2A ag	-10	1	2	2	-2	6
NR2E3 ag-2	3	-1	-3	20	17	-34
iPSC survival up	-0.6	-0.4	4.4	-1.1	-0.4	2.8
Shn3 inh set2	-1	-9	-21	6	-11	8
PDI inh	-9	0	-4	-5	3	-4
H9c2 protect	-2	7	-4	-6	7	3
TRPM1 prom inh	19	-1	2	-3	-17	-23

13	Cc1ccc2nc3sc(C(=O)N4CCOCC4)c(N)c3cc2c1
14	O=C(CCC(=O)c1ccccc1)Nc1ccccc1OC(F)F
15	CN1OC[C@@H]2CN(C(=O)c3cccc4ccccc34)[C@H](c3ccccc3Br)C[C@@H]21
16	Cc1c(CCO)c(=O)n(-c2ccccc2)n1S(=O)(=O)c1ccc([N+](=O)[O-])cc1
17	COc1cc(C(=O)OCC(=O)Nc2ccc(C)cc2)cc(OC)c1OC
18	CC(=O)N1c2ccc(S(=O)(=O)N3CCC(C(=O)NCc4ccc(F)cc4)CC3)cc2CC1C (centres undefined)
Compound	13	14	15	16	17	18
Peg3 promoter	-162	-12	3	7	12	28
CaV13 ICDI inh	-4	-2	-6	-4	-13	-3
HIF-2a block	-164	-8	13	9	10	11
NR2E3 ag-1	-2	3	nt	-1	1	2
HTR2A ag	0	-4	2	3	-5	6
NR2E3 ag-2	-51	-15	-12	-16	-10	-1
iPSC survival up	10	-0.4	4.6	-0.8	0.9	-0.4
Shn3 inh set2	52	-1	8	-7	6	15
PDI inh	-1	-6	nt	4	3	9
H9c2 protect	-1	-3	3	1	-2	-2
TRPM1 prom inh	69*	8	nt	7	16	-1

19	Cc1ccc(NC2CCCN(C(=O)CCCN3CCCCC3=O)C2)cc1C (centres undefined)
20	CC(C)(C)OC(=O)N1CCC(NC(=O)c2[nH]cnc2C(=O)Nc2ccccc2F)CC1
21	CCc1nn(-c2cc(Oc3ccccc3)nc(-c3ccccc3)n2)c(N)c1C#N
22	COc1ccccc1N1CCN(c2nc3ccccc3nc2C(C#N)C(=O)OC(C)C)CC1 (centres undefined)
23	COc1cccc(NC(=O)CN(C)C(=O)CCN2C(=O)C3CC=CCC3C2=O)c1 (centres undefined)
24	Cc1nc(Cc2ccccc2)sc1CC#N
Compound	19	20	21	22	23	24
Peg3 promoter	-18	20	15	22	8	13
CaV13 ICDI inh	-5	-5	-7	-7	-5	-6
HIF-2a block	-39	15	10	12	11	8
NR2E3 ag-1	4	nt	-4	-2	nt	nt
HTR2A ag	10	-2	1	-1	-4	2
NR2E3 ag-2	1	-25	-1	-17	12	3
iPSC survival up	-0.4	1.0	0.1	3.3	-0.4	4.0
Shn3 inh set2	3	12	11	13	6	-15
PDI inh	-5	-2	2	-4	-8	-7
H9c2 protect	-2	22	12	24	3	-6
TRPM1 prom inh	0	nt	12	3	9	4

25	O=C(CN(Cc1ccccc1C(F)(F)F)C(=O)CNC(=O)c1ccco1)NC1CCCC1
26	Cc1nn(Cc2ccccc2)c(C)c1NC(=O)CSc1nc(-c2ccccc2)nc2c1cnn2-c1ccccc1
27	CCN1C(=O)[C@H]2[C@H]3CN=C(SCc4ccc(C#N)cc4)N3[C@@](CC)(C(=O)OC)[C@H]2C1=O
28	COc1ccc(COC(=O)C2=C(C)NC(=O)NC2c2ccccc2OC(C)C)cc1 (centres undefined)
29	Cc1ccc(C)c(N(C)C(=O)COc2cc(=O)n(C)c3ccccc23)c1
30	CCc1[nH]nc2c1C(Cc1ccccc1)C(C#N)=C(N)O2 (centres undefined)
Compound	25	26	27	28	29	30
Peg3 promoter	1	19	-9	21	17	7
CaV13 ICDI inh	-6	nt	-5	-4	-11	-3
HIF-2a block	15	13	6	27	12	1
NR2E3 ag-1	4	nt	nt	-1	-2	1
HTR2A ag	3	2	10	4	-4	2
NR2E3 ag-2	-4	-6	-15	-5	8	-24
iPSC survival up	0.3	1.0	0.3	-0.2	3.7	-0.7
Shn3 inh set2	-10	20	10	22	1	-4
PDI inh	-11	-8	0	3	nt	1
H9c2 protect	7	0	17	3	24	4
TRPM1 prom inh	7	1	1	9	6	3

31	Cc1cccc(NC(=O)c2nc[nH]c2C(=O)N2CCN(C(=O)OC(C)(C)C)CC2)c1
32	Cc1nn(CC(=O)N2CCOCC2)c(C)c1[N+](=O)[O-]
33	CC(=O)c1ccc(Sc2ccc(C(C)=O)cc2)cc1
34	Cc1ccc([C@H]2C[C@@H](O)[C@H](n3cc(-c4ccc(F)cc4)nn3)CN2C(=O)C2CCCCC2)cc1
35	Cc1cc(OCC(=O)OCC(=O)NCCN2C(=O)CSC2=O)ccc1Cl
36	O=c1c2sccc2nc(SCc2cc(=O)n3cc(Cl)ccc3n2)n1Cc1ccccn1
Compound	31	32	33	34	35	36
Peg3 promoter	16	3	-145	12	-2	-136
CaV13 ICDI inh	-10	-5	-39	-6	-5	nt
HIF-2a block	-3	12	-102	14	4	-144
NR2E3 ag-1	3	2	0	nt	2	2
HTR2A ag	7	1	-1	-8	-3	1
NR2E3 ag-2	8	-5	-22	2	-43	-17
iPSC survival up	0.0	-0.8	-1.3	13	0.7	0.2
Shn3 inh set2	-15	-15	-9	12	2	-29
PDI inh	-3	18	15	-3	-2	-13
H9c2 protect	0	0	-2	-8	-5	28
TRPM1 prom inh	-5	10	-37	nt	-4	-31

37	O=C(NCC(=O)N(c1ccccc1)C(C(=O)NCC1CCCO1)c1ccccc1)c1cccs1 (centres undefined)
38	CC(=O)NC(C)C12CC3CC(CC(C(=O)O)(C3)C1)C2 (centres undefined)
39	CC(=O)c1nnn(-c2ccc(F)cc2F)c1C
40	Cc1csc(=O)n1CCC(=O)OCC(=O)NNC(=O)c1ccc(Br)cc1
41	Cc1c(NC(=O)CSc2nnc(-c3ccco3)n2-c2ccccc2)c(=O)n(-c2ccccc2)n1C
42	CCc1ccc(Cn2nnc(C(=O)Nc3ccc(OC)cc3OC)c2N)cc1
Compound	37	38	39	40	41	42
Peg3 promoter	7	10	2	-15	11	12
CaV13 ICDI inh	-4	-9	-17	-2	nt	-2
HIF-2a block	14	16	21	9	10	-14
NR2E3 ag-1	0	0	-2	-1	2	5
HTR2A ag	6	-3	1	-7	5	-1
NR2E3 ag-2	-8	-8	2	2	-21	-12
iPSC survival up	-0.8	-0.1	-0.7	3.4	-0.4	-0.2
Shn3 inh set2	-1	-20	30	10	-12	11
PDI inh	13	-5	17	-3	-2	nt
H9c2 protect	10	-2	-2	0	-5	-25
TRPM1 prom inh	4	-3	-10	-1	9	-1

43	COc1cc(C(=O)OCCc2c(C)nc3nc[nH]n3c2=O)cc(OC)c1OC
44	COC(=O)c1cccc(-c2noc(-c3ccccc3F)n2)c1
45	Cc1ccc(NC(=O)CCN2CCN(CCO)CC2)cc1
46	CCN1CCCC1CN(Cc1cc2ccc(C)cc2[nH]c1=O)C(=S)Nc1ccc(OC)cc1OC (centres undefined)
47	C/C(=N\OCC(=O)OCC(=O)NC(=O)c1ccccc1)c1ccc2c(c1)OCO2
48	Clc1ccc(Cn2cc(/C=N/n3cnnc3)c3ccccc32)c(Cl)c1
49	O=C1COc2ccc(C(=O)COC(=O)c3ccc(F)cc3Cl)cc2N1
Compound	43	44	45	46	47	48	49
Peg3 promoter	8	-291	16	20	-5	44	-21
CaV13 ICDI inh	-3	-10	-5	-5	-4	0	-7
HIF-2a block	7	52*	8	6	5	24	-1
NR2E3 ag-1	3	3	nt	-6	1	0	nt
HTR2A ag	3	3	-2	0	-2	5	-4
NR2E3 ag-2	-33	-127	8	7	0	28	-13
iPSC survival up	1.1	-0.2	-0.5	1.4	-0.1	1.4	-0.2
Shn3 inh set2	-34	-29	-2	7	-11	-11	-2
PDI inh	-4	-6	1	-29	-4	-6	-2
H9c2 protect	1	-4	1	6	0	-24	5
TRPM1 prom inh	4	-15	-2	-4	-1	16	1

3 structures from above, arranged by number of heavy atoms, low to high:
44	COC(=O)c1cccc(-c2noc(-c3ccccc3F)n2)c1
49	O=C1COc2ccc(C(=O)COC(=O)c3ccc(F)cc3Cl)cc2N1
40	Cc1csc(=O)n1CCC(=O)OCC(=O)NNC(=O)c1ccc(Br)cc1
Compound	44	49	40
Peg3 promoter	-291	-21	-15
CaV13 ICDI inh	-10	-7	-2
HIF-2a block	52*	-1	9
NR2E3 ag-1	3	nt	-1
HTR2A ag	3	-4	-7
NR2E3 ag-2	-127	-13	2
iPSC survival up	-0.2	-0.2	3.4
Shn3 inh set2	-29	-2	10
PDI inh	-6	-2	-3
H9c2 protect	-4	5	0
TRPM1 prom inh	-15	1	-1
